Compound activity as filed in PubChem.
AP ELISA ortho: alternative pathway complement inhibition, orthogonal assay; Human serum alternative complement pathway, LPS-coated ELISA, C3 deposition; tested in compound mixtures; inhibition, % at 5 µM; actives 0.08% (n = 62,000);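 active means inhibition above 30% in each of the two pooled mixtures holding the compound, so the lower value exceeds 30%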;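 further: 0% = serum in Mg-EGTA without compound and 100% = EDTA serum blank; some compounds past the cut are filed as inactive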
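Assay system: Human serum alternative complement pathway, C3 deposition on LPS-coated wells | Incubation: 1 h serum-compound exposure at 37 °C | Doses: 5 µM per compound in ten-compound mixtures | Read-out: Percent inhibition | Technique: ELISA with HRP anti-human C3 antibody, TMB substrate, absorbance 450 nm | Replication: Two pool placements per compound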
Cdc25B inh: inhibitors of human Cdc25B phosphatase; P30305; recombinant Cdc25B, OMFP fluorescence Ex485/Em525; inhibition, %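 (compounds tested at 10 µM final in the well)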; actives 0.1% (n = 65,000); AID 368; in the data active means inhibition above about 50%
DUSP1 inh: inhibitors of human MKP-1 phosphatase | P28562 | recombinant MKP-1, OMFP hydrolysis fluorescence | inhibition, %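 (compounds tested at a single concentration somewhere between 10 and 100 µM)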 | actives 0.15% (n = 65,000) | AID 374;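 active means inhibition above about 50%, limit read from the data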;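 further: 0% = DMSO max control wells and 100% = wells with enzyme stopped by NaOH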
Target sequence (P28562 whole entry, looked up): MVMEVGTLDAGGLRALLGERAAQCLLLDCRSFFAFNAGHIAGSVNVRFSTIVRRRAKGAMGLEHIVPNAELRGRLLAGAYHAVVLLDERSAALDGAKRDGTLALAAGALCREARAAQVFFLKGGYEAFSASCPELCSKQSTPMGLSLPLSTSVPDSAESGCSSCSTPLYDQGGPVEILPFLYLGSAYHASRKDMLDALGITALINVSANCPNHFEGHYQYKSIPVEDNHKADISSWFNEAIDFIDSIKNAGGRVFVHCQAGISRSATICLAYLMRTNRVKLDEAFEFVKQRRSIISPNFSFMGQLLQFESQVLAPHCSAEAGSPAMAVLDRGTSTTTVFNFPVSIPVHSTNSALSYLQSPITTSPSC
Ec RNAP inh: inhibitors of Escherichia coli RNA polymerase | actives 0.2% (n = 62,000) | E. coli RNA polymerase, fluorescence transcription assay | AID 559 | inhibition, %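 (tested at 10 µM)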 | P0A8V2; in the data active means inhibition above about 20%;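 further: 0% = enzyme without compound and 100% = no enzyme blank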
Hsp90 inh: displaces geldanamycin probe from tumor Hsp90 | P07900 | NCI-N417 lysate Hsp90, Cy3B-geldanamycin FP displacement | inhibition, % at 30 µM | actives 0.35% (n = 64,000) | AID 429;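 active means inhibition above 50%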;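 further: 0% = tracer plus lysate wells and 100% = tracer alone without lysate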
D1 allo mod: allosterically modulates the human D1 dopamine receptor | actives 5.9% (n = 58,000) | B-score at 10 µM | AID 641 | P21728 | HEK293 D1, CRE-luciferase, dopamine EC30 potentiation; actives deviate in either direction;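 active means luminescence count or its row- and column-corrected plate score outside the 99.7% band of the plate's sample wells, on either side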
Target sequence (P21728 whole entry, looked up): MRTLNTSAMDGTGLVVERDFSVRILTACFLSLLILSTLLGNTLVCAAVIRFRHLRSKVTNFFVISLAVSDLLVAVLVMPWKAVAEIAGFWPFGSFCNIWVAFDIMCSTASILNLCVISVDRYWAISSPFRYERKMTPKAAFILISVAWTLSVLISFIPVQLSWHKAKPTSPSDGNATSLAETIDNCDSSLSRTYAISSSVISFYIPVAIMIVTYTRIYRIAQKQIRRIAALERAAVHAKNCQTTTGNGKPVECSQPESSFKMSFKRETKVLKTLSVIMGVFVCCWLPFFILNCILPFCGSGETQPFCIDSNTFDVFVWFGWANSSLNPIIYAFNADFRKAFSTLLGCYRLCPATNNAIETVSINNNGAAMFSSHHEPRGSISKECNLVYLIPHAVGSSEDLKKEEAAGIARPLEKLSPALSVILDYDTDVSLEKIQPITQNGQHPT
CatB mixtures: inhibitors of human cathepsin B in compound mixtures; P07858; Purified cathepsin B, AMC dipeptide fluorescence; inhibition, %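 (ten-compound pools at 5 µM per compound and 50 µM total)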; actives 0.06% (n = 62,000); in the data active means inhibition above about 22%, passing the limit was not always enough;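 further: 0% = enzyme without compound and 100% = no enzyme blank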
tolC growth inh: E. coli tolC mutant growth inhibition. E. coli BW25113 tolC mutant growth, OD615. growth inhibition, % at 10 µM (by protocol). actives 2.2% (n = 65,000);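 active means growth inhibition at or above a cutoff equal to the mean over every tested compound plus 3 SD, cut at about 60% in these data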;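 further: growth measured after 20 h incubation at 37 °C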
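Test system: E. coli BW25113 ΔtolC::kan bacteria | Medium: Kanamycin-containing LB broth (50 µg/mL) | Dosing: One dose of 10 µM final | Times: 20 h incubation with compound, 37 °C | Detection: Optical density read at 615 nm | Read-out basis: Percent growth inhibition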
CatB inh: blocks human cathepsin B protease activity; P07858; purified cathepsin B, fluorogenic substrate, fluorescence; inhibition, %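 (tested at 10 µM)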; actives 0.1% (n = 63,000); AID 453; in the data active means inhibition above about 21%;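 further: 0% = enzyme with no compound and 100% = no enzyme blank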
Numbers without * were called inactive; . = no result given.

No.	canonical_smiles	AP ELISA ortho	Cdc25B inh	DUSP1 inh	Ec RNAP inh	Hsp90 inh
1	O=S(=O)(c1cccs1)N1CCc2ccccc21	3	-34	-17	8	-56
2	COc1cc2c(cc1NC(=O)c1cccnc1)CCCC2	9	-4	2	-2	-1
3	COc1ccc(NC(=O)CN2CCN(CC(=O)Nc3ccccc3Cl)CC2)cc1	10	-2	1	4	3
4	O=c1oc2cc(O)ccc2c2c1CCCC2	14	-3	4	-104	3
5	COc1ccc(OC)c(C2=NOC(C(=O)Nc3c(C)n(C)n(-c4ccccc4)c3=O)C2)c1 (stereo not drawn)	-2	-15	-3	7	-4
6	COc1ccc(-n2c(CNC(=O)c3cc(OC)c(OC)c(OC)c3)n[nH]c2=S)cc1	7	-7	-1	6	1
7	Cc1ccc(Nc2cc(=O)n(C3CCCCC3)c(=O)[nH]2)cc1C	4	8	0	5	-2
8	COc1cc2nc(C3CCC3)n(NC(=O)COc3ccccc3)c(=O)c2cc1OC	8	-1	7	5	2
9	Cc1nonc1NC(=O)OC1CCCCC1	3	-2	-1	12	-1
10	O=C(CC1OC(=O)c2ccccc21)c1ccco1 (stereo not drawn)	0	2	-15	6	-2
11	O=C(Nc1nnc(C2CCCCC2)s1)c1ccco1	11	2	9	6	-5
12	Cc1csc(NC(=O)c2cc3c(s2)CCC3)n1	14	-29	3	1	.

No.	D1 allo mod	CatB mixtures	tolC growth inh	CatB inh
1	0.69	5	13	5
2	1.2	0	1	1
3	1.1	3	13	2
4	1.9	-7	26	1
5	-0.59	3	-5	2
6	.	3	-26	10
7	-0.012	-3	27	3
8	.	0	-32	1
9	.	2	1	0
10	0.42	-6	0	0
11	0.018	2	2	7
12	-5.6*	3	20	-1

(listing goes on)
No.	canonical_smiles	AP ELISA ortho	Cdc25B inh	DUSP1 inh	Ec RNAP inh	Hsp90 inh
13	Cc1cc(N2CCN(C(=O)c3ccco3)CC2)n2ncnc2n1	.	-2	-2	.	-3
14	COc1ccc(C2C(C(C)=O)=C(O)C(=O)N2CCCn2ccnc2)cc1OC (stereo not drawn)	13	-7	-9	-8	-17
15	O=C(O)CSc1nnc(CNc2ccc(Cl)cc2)n1Cc1ccccc1	-10	1	26	2	1
16	CN(C)C(=O)N1CCC(C(=O)NC2CCCCCCC2)CC1	-3	-7	-6	10	-2
17	CCCCSc1nc2c(cnn2-c2ccc(C)c(C)c2)c(=O)[nH]1	21	0	3	4	2
18	Cn1c(=O)oc2cc(S(=O)(=O)N3CCc4ccccc4C3)ccc21	13	-8	7	3	0
19	O=C(Nc1ccc(Cl)cc1)N(Cc1cccs1)Cc1cccs1	21	-8	11	-1	.
20	COC(=O)Nc1ccc2c(c1)N(C(=O)CCN1CCN3CCCC3C1)c1ccccc1CC2 (stereo not drawn)	6	1	-9	.	-8
21	CCOc1ccc(C(=O)Nc2nncs2)cc1OCC	-23	1	13	2	0
22	CC1CCCCN1CCNC(=O)C1CCN(S(=O)(=O)c2cccc3cccnc23)CC1 (stereo not drawn)	19	-9	4	4	-2
23	CCC(=O)Nc1nc2ccccc2n1Cc1ccc(C)cc1	3	-9	8	1	-1
24	O=C(c1cccc(F)c1)N1C2C=CC(C2)C1(C(F)(F)F)C(F)(F)F (stereo not drawn)	16	1	10	3	-1

No.	D1 allo mod	CatB mixtures	tolC growth inh	CatB inh
13	0.61	.	-27	.
14	0.87	2	-15	5
15	-0.88	2	4	0
16	-0.022	3	-6	2
17	2.1	0	-9	3
18	.	0	12	-2
19	-0.18	-2	95*	1
20	.	2	-4	4
21	10*	2	-16	2
22	1.7	5	-6	-1
23	0.96	0	31	-3
24	0.036	3	0	2

Fetched by structure from the entries so far, five records:
No.	canonical_smiles	AP ELISA ortho	Cdc25B inh	DUSP1 inh	Ec RNAP inh	Hsp90 inh
13	Cc1cc(N2CCN(C(=O)c3ccco3)CC2)n2ncnc2n1	.	-2	-2	.	-3
22	CC1CCCCN1CCNC(=O)C1CCN(S(=O)(=O)c2cccc3cccnc23)CC1 (stereo not drawn)	19	-9	4	4	-2
16	CN(C)C(=O)N1CCC(C(=O)NC2CCCCCCC2)CC1	-3	-7	-6	10	-2
23	CCC(=O)Nc1nc2ccccc2n1Cc1ccc(C)cc1	3	-9	8	1	-1
20	COC(=O)Nc1ccc2c(c1)N(C(=O)CCN1CCN3CCCC3C1)c1ccccc1CC2 (stereo not drawn)	6	1	-9	.	-8

No.	D1 allo mod	CatB mixtures	tolC growth inh	CatB inh
13	0.61	.	-27	.
22	1.7	5	-6	-1
16	-0.022	3	-6	2
23	0.96	0	31	-3
20	.	2	-4	4

Remaining list, next part.
No.	canonical_smiles	AP ELISA ortho	Cdc25B inh	DUSP1 inh	Ec RNAP inh	Hsp90 inh
25	CCOC(=O)C1CCN(CC(O)COc2ccc(C(C)(C)CC)cc2)CC1 (stereo not drawn)	18	-24	5	2	.
26	CCOc1cc(C(N)=O)cc(OCC)c1OCC	3	-2	-1	4	1
27	Cc1ccc2c(c1)c(C)c(C)n2CC(O)Cn1nc(C)c(Br)c1C (stereo not drawn)	.	-18	12	.	-40
28	Cc1oc2c(C)c3oc(=O)c4c(c3cc2c1C)CCC4	2	3	6	.	-4
29	CCCN1/C(=C(/C#N)C2=NS(=O)(=O)c3ccccc32)N(C)c2ccccc21	-7	-5	2	7	1
30	CC(C)(C)n1nc2c(c1NC(=O)Cc1cccs1)CSC2	8	-2	7	9	-2
31	CC(C)OC(=O)CSc1ncnc2c1cnn2Cc1ccccc1	4	-3	-24	6	0
32	COc1ccc(NC(=O)c2ccccc2C)c(OC)c1	4	-7	4	2	1
33	Cc1ccccc1CN1CCCNC1=O	19	-3	17	6	3
34	CCCSC1=C(C#N)C(c2ccccc2C)CC(=O)N1 (stereo not drawn)	5	-16	-5	12	-1
35	O=C(CCCn1c(=S)[nH]c2ccccc2c1=O)N1CCCCC1	-7	-17	1	8	-1
36	CCOC(=O)c1ccc(N2Cc3ccccc3C2)cc1O	13	12	19	-6	-6

No.	D1 allo mod	CatB mixtures	tolC growth inh	CatB inh
25	.	4	36	-2
26	0.041	-1	-6	-1
27	1.1	.	82*	.
28	-0.39	0	17	0
29	1.1	3	9	10
30	1.1	6	-4	-1
31	0.83	1	27	-2
32	-0.25	1	-12	5
33	0.63	-3	-7	-1
34	-0.046	3	-3	4
35	0.62	3	0	2
36	-0.048	-3	11	-2

Single records, from the list above.
COc1ccc(NC(=O)c2ccccc2C)c(OC)c1 across the screens: AP ELISA ortho: 4; Cdc25B inh: -7; DUSP1 inh: 4; Ec RNAP inh: 2; Hsp90 inh: 1; D1 allo mod: -0.25; CatB mixtures: 1; tolC growth inh: -12; CatB inh: 5
CCOC(=O)c1ccc(N2Cc3ccccc3C2)cc1O across the screens: AP ELISA ortho: 13; Cdc25B inh: 12; DUSP1 inh: 19; Ec RNAP inh: -6; Hsp90 inh: -6; D1 allo mod: -0.048; CatB mixtures: -3; tolC growth inh: 11; CatB inh: -2

Continuation.
No.	canonical_smiles	AP ELISA ortho	Cdc25B inh	DUSP1 inh	Ec RNAP inh	Hsp90 inh
37	O=C(Cc1ccc(Cl)cc1)Nc1ccccc1CO	-5	5	5	5	.
38	CCC(Sc1nnnn1-c1ccccc1)C(=O)Nc1nc2ccccc2s1 (stereo not drawn)	3	.	.	9	.
39	Cc1cc(C(=O)COC(=O)Cn2cnc3c2c(=O)n(C)c(=O)n3C)c(C)n1C	10	1	34	4	-3
40	CCOC(=O)C(C)Sc1ncnc2c1nnn2-c1ccc(F)cc1 (stereo not drawn)	-1	-13	1	-6	-1
41	O=C(CN(Cc1ccco1)C(=O)c1cc(=O)[nH]c2ccccc12)Nc1ccccc1Br	-4	6	8	4	-3
42	CCN(CC)S(=O)(=O)c1ccc2[nH]cc(C(=O)NCCN3CCCCCC3)c(=O)c2c1	9	-6	12	6	-1
43	CCC(Sc1nnnn1-c1ccccc1)C(=O)NC(C)c1ccccc1 (stereo not drawn)	4	-6	-11	5	0
44	Cc1cccc(OCc2nnc(SCc3cc(=O)n4cc(Br)ccc4n3)o2)c1	18	-1	17	2	-3
45	COc1ccc(-c2noc(-c3ccccc3F)n2)cc1	17	48	1	5	0
46	Cc1cc(NC(=O)c2ccc3nc(-c4ccccc4)c(-c4ccccc4)nc3c2)no1	-3	6	21	7	-8
47	O=C(Cc1cccs1)Nc1nnc(SCC(=O)N2CCCCC2)s1	0	-11	-21	8	0
48	CCCCN(C)C(=O)c1ccc(CS(=O)(=O)c2ccccc2C)o1	7	-7	-11	7	1

No.	D1 allo mod	CatB mixtures	tolC growth inh	CatB inh
37	-0.87	1	0	0
38	0.91	3	74*	6
39	0.27	1	-5	0
40	-0.84	-1	15	6
41	-0.23	5	19	1
42	0.014	14	-6	17
43	-0.12	-1	34	1
44	0.014	5	13	5
45	-2.2	0	11	-1
46	-1.9	-8	-7	1
47	-0.047	7	-22	0
48	-0.88	8	-7	5

Later entries
No.	canonical_smiles	AP ELISA ortho	Cdc25B inh	DUSP1 inh	Ec RNAP inh	Hsp90 inh
49	O=C(CCCCCN1C(=O)c2ccccc2C1=O)Nc1ccc(S(=O)(=O)N2CCCCC2)cc1	10	1	4	1	0
50	O=C(c1ccccc1S(=O)(=O)NCc1ccccc1)N1CCCCC1	16	-3	9	3	1
51	CSCCC(NS(=O)(=O)c1ccc(Cl)cc1)C(=O)OCC(=O)N1CCOCC1 (stereo not drawn)	17	2	-1	4	-2
52	CCNC(=O)C1CCN(S(=O)(=O)c2ccc(F)cc2)CC1	9	-5	-3	0	-3
53	CCN(CC)CCCN(C(C)=O)c1nc(-c2cc(OC)ccc2OC)cs1	23	-36	-9	10	0
54	COc1ccc(-c2nnc3sc(-c4ccco4)nn23)cc1OC	-5	-11	-12	6	-4
55	O=C(NC1CCCCCC1)C1CCCN(S(=O)(=O)c2cccs2)C1 (stereo not drawn)	-3	1	3	9	1
56	Cn1c(=O)cc(OCCCC(=O)N2CCCCC2)c2ccccc21	23	-6	4	-2	-1
57	CC(=O)c1cc2c(cc1NC(=O)CSc1nnc(C)s1)OCO2	9	-1	2	2	-7
58	Fc1ccc(-c2nc3nc4ccccc4nc3n2Cc2ccco2)cc1	-4	-2	-3	-1	-4
59	CCOC(=O)N1CCN(CCC(=O)Nc2ccc(OC(F)(F)F)cc2)CC1	14	-5	14	-3	1
60	O=C(c1ccc(N2C(=O)C3CC=C(Cl)CC3C2=O)cc1)N1CCCCC1 (stereo not drawn)	.	15	-4	1	-8
61	COc1ccc(-c2nc(C#N)c(NCCc3ccccc3)o2)cc1	.	-2	4	.	-6
62	O=C(c1cc2ccccc2oc1=O)N1CCCN(C(=O)c2cc3ccccc3oc2=O)CC1	-5	-1	3	4	-1

No.	D1 allo mod	CatB mixtures	tolC growth inh	CatB inh
49	.	5	51	-6
50	.	7	5	10
51	0.97	5	-14	-4
52	-0.8	0	-8	1
53	-1.6	5	-11	3
54	1.4	5	8	8
55	0.22	4	-4	6
56	-1.2	0	1	-1
57	0.97	7	1	7
58	0.32	5	5	1
59	-0.49	-3	7	1
60	.	.	5	2
61	0.46	.	4	.
62	-0.66	2	-3	1
